Mtb UGM inh = inhibitors of M. tuberculosis UDP-galactopyranose mutase | inhibition, % at 10 µM | purified UGM, fluorescence polarization probe displacement | AID 504406 | 0.06% of 320,000 active | P9WIQ1; in the data active means inhibition above about 10%, passing the limit was not always enough
PfHsp40 yeast = compounds rescuing yeast from Plasmodium falciparum HSP40 toxicity; S. cerevisiae expressing PfHsp40, growth rescue, ATP luminescence; 0.68% of 340,000 active; growth rescue, % at 12.5 µM; in the data active means growth rescue above about 28%, passing the limit was not always enough;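 further: yeast W303a lacking pdr1 and pdr3 grown in galactose medium; growth measured after three days at 30 °C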
Vc quorum ag = quorum light induction in luxS cqsA deficient V. cholerae. V. cholerae BH1578 lux reporter, luminescence, 6 h. AID 588436. activation, % at 18.7 µM. 0.16% of 350,000 active; in the data active means activation mostly above about 9.7%, no sharp cut-off; further: not every result past the cut was called active; inactives centre near 0; reference of the scale not given here
GDH-TPI inh = inhibits GDH-TPI coupling enzymes, artifact for Mtb FBA screen | GDH-TPI coupled enzyme counterscreen, NADH absorbance | inhibition, % at 4.8 µM | AID 588335 | 1.2% of 360,000 active; in the data active means inhibition above about 30%;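 further: 0% = DMSO wells and 100% = wells lacking the enzyme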
BioA inh = inhibitors of Mycobacterium tuberculosis BioA enzyme. AID 602481. inhibition, % at 9.99 µM. 0.096% of 360,000 active. purified M. tuberculosis BioA enzyme, plate reader; in the data active means inhibition above about 40%
Y pestis TopoI = inhibitors of Yersinia pestis topoisomerase I | 0.064% of 360,000 active | activity, % at 10 µM | Y. pestis Topo-I cleavage product accumulation, plate reader; in the data active means activity above about 50%, passing the limit was not always enough; further: inactives centre near 2
FadD28 FP inh = blocks FadD28 binding to the bisubstrate probe; fluorescence polarization; inhibition, % at 12.5 µM; 0.22% of 360,000 active; in the data active means inhibition above about 8.5%, passing the limit was not always enough
TcdB GH inh = inhibitors of Clostridioides difficile toxin B glycohydrolase; P18177; TcdB glycohydrolase enzymatic assay, plate reader; inhibition, % at 9.99 µM; 0.24% of 350,000 active; in the data active means inhibition above about 10%
FBA Mtb inh = inhibitors of M. tuberculosis fructose-bisphosphate aldolase; purified M. tuberculosis FBA, fluorescence read-out; AID 588726; inhibition, % at 1 µM; 2.3% of 360,000 active; in the data active means inhibition above about 27%;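 further: 0% = vehicle and 100% = reference inhibitor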
* = called active by the depositor; i = inactive; x = no result given; & = joins results of further samples.

SMILES	Mtb UGM inh	PfHsp40 yeast	Vc quorum ag	GDH-TPI inh	BioA inh	Y pestis TopoI	FadD28 FP inh	TcdB GH inh	FBA Mtb inh
Cc1cc(Cl)c(S(=O)(=O)Nc2ccccn2)cc1OCC(N)=O	5.0	0.8	i	3	-0.8	7	1.1	x	2
O=C(NCCCN1CCC(Cc2ccccc2)CC1)C1CC(=O)N(C2CCCC2)C1 (stereo not drawn)	-1.1	-0.2	-0.2	-7	0.5	7	-1.0	0.6	-1
NC(=S)NN=C1CCCCCCCCC1	x	-0.4	i	4	x	2	0.1	-1.2	3
Cc1ccc(S(=O)(=O)/C(C#N)=C/c2c(N3CCC(C(N)=O)CC3)nc3c(C)cccn3c2=O)cc1	0.5	3.2	x	1	10	21	-11	x	-4
COc1ccc(-c2cc3ccc(O)cc3oc2=O)cc1OC	-2.1	0.3	i	8	-0.1	-9	-1.0	-0.2	119*
N/C(=N\O)c1ccc(Oc2ccccc2Cl)c([N+](=O)[O-])c1	-6.3	-0.7	i	3	x	0	-4.9	0.7	-1
CCOC(=O)C1(Cc2cccc(OC)c2)CCN(C(C)CC(C)(C)O)CC1 (stereo not drawn)	3.5	-1.0	-2.1	6	2.5	-10	-2.4	0.3	-1
Nc1ccn([C@@H]2O[C@H](C(=O)Nc3ccc(C(=O)N4CCCCC4)cc3)[C@@H](O)[C@H]2O)c(=O)n1	x	x	x	x	0.4	x	-3.8	0.3	2
CCOC(=O)C1CCN(C(=O)Cn2nc(C)n3c(cc4cc(F)ccc43)c2=O)CC1	-1.8	0.9	-0.9	14	x	-9	-0.7	1.3	6
Cc1ccc(S(=O)(=O)N2CCCCC2)cc1C(=O)N1CCN(CCO)CC1	x	-0.8	-1.4	-15	-0.9	-7	-2.9	2.5	2
O=C1N/C(=C/c2ccc(Br)s2)C(=O)N1c1ccccc1	-2.2	2.5	-0.5	8	-1.3	2	-1.2	-2.6	1
CC1CN(c2nc3ccccc3nc2C(C#N)C(=O)NCc2ccc3c(c2)OCO3)CC(C)O1 (stereo not drawn)	8.2	0.9	x	3	-0.6	1	-2.3	x	-1
C#CCOC(=O)c1cc(Cl)c(=O)n(Cc2ccc(Cl)cc2Cl)c1	-0.3	2.0	-0.9	-1	-0.6	1	-1.9	1.5	-2
Cc1nc2sc(C(c3ccc(Cl)cc3)N3CC(C)OC(C)C3)c(O)n2n1 (stereo not drawn)	1.0	-0.7	3.4	10	2.9	0	-0.3	x	-3
CN(c1ccc(C(=O)O)cc1)S(=O)(=O)c1ccccc1	-2.0	-0.4	i	-5	-2.8	-4	-4.7	x	1
O=C1CNC(=O)c2c(nc3n2CCC3)N1	2.0	-0.4	-14	11	-0.9	5	-3.5	-1.3	1
O=C(Cc1cc(=O)[nH][nH]1)N/N=C/c1cccc2ccccc12	0.7	1.0	-0.3	18	x	6	-3.1	x	-3
O=C(O)CNC(=O)C(c1ccccc1)c1ccccc1	0.9	-1.3	-0.7	0	x	2	-2.3	-0.2	-1
O=C(CN1C(=O)NC2(CCc3ccccc32)C1=O)NCc1ccccc1Cl (stereo not drawn)	-2.2	-1.5	i	-13	3.0	-3	-4.7	0.2	1
O=c1[nH][nH]c(=O)n1-c1ccccc1	-0.6	4.5	i	-12	0.8	2	-3.3	-1.1	1

Sorted by formula weight (smallest number first): part of the list above
SMILES	Mtb UGM inh	PfHsp40 yeast	Vc quorum ag	GDH-TPI inh	BioA inh	Y pestis TopoI	FadD28 FP inh	TcdB GH inh	FBA Mtb inh
O=C1CNC(=O)c2c(nc3n2CCC3)N1	2.0	-0.4	-14	11	-0.9	5	-3.5	-1.3	1
NC(=S)NN=C1CCCCCCCCC1	x	-0.4	i	4	x	2	0.1	-1.2	3
CN(c1ccc(C(=O)O)cc1)S(=O)(=O)c1ccccc1	-2.0	-0.4	i	-5	-2.8	-4	-4.7	x	1
CCOC(=O)C1(Cc2cccc(OC)c2)CCN(C(C)CC(C)(C)O)CC1 (stereo not drawn)	3.5	-1.0	-2.1	6	2.5	-10	-2.4	0.3	-1
CC1CN(c2nc3ccccc3nc2C(C#N)C(=O)NCc2ccc3c(c2)OCO3)CC(C)O1 (stereo not drawn)	8.2	0.9	x	3	-0.6	1	-2.3	x	-1
Cc1ccc(S(=O)(=O)/C(C#N)=C/c2c(N3CCC(C(N)=O)CC3)nc3c(C)cccn3c2=O)cc1	0.5	3.2	x	1	10	21	-11	x	-4

Next records follow:
SMILES	Mtb UGM inh	PfHsp40 yeast	Vc quorum ag	GDH-TPI inh	BioA inh	Y pestis TopoI	FadD28 FP inh	TcdB GH inh	FBA Mtb inh
O=C1CC(NS(=O)(=O)c2ccc(F)cc2)CN1c1ccc2c(c1)OCCO2 (stereo not drawn)	-0.1	-0.4	-0.2	7	-1.5	1	-0.5	1.9	0
Oc1cccc(Nc2nc(-c3ccccc3Cl)nc3ccccc23)c1	-0.7	-0.2	-5.6	10	8.6	-13	-9.7	2.7	2
CC[C@]12c3[nH]c4cc(-c5ccco5)ccc4c3CCN1C(=O)[C@@H](CC(=O)NC(C)(C)C)C[C@@H]2C(=O)N1CCN(C(=O)c2ccco2)CC1	x	0.5	-0.2	9	-1.6	27	-2.1	-0.3	11
Cc1cc(C(=O)COC(=O)c2ccc3c(c2)OCO3)c(C)n1Cc1cccs1	-0.4	0.2	i	3	-2.6	8	0.2	x	-1
O=C(NCc1ccccn1)C1C2C=CC(C2)C1C(=O)Nc1ccc(F)cc1 (stereo not drawn)	1.4	-1.0	6.1	2	0.7	0	-2.4	x	0
COc1ccc2c(c1[N+](=O)[O-])CCC/C2=N/OC(=O)c1ccccc1SC	2.7	0.1	-8.2	0	1.3	3	-3.4	x	-1
Cc1c(C(=O)NCc2ccccc2)oc2ccc(S(=O)(=O)N3CCC4(CC3)OCCO4)cc12	-1.4	-0.3	6.7	-14	2.1	4	-0.3	x	3
CC(C)CNC(=O)c1ccc(C2SCC(=O)N2Cc2ccccc2)cc1 (stereo not drawn)	-0.6	-0.2	i	-4	x	5	-2.2	1.1	3
CC(CCc1ccccc1)NC(=O)c1ccccc1F (stereo not drawn)	-2.0	-0.6	-0.2	3	0.4	0	0.7	0.2	2
N/C(=N\OC(=O)c1ccc2c(c1)OCO2)c1cccc([N+](=O)[O-])c1	-0.6	1.0	-0.3	-4	x	-6	-1.4	1.0	2
C[C@@H](NC(=O)c1nc[nH]c1C(=O)N1CCc2ccccc2C1)c1ccccc1	-1.4	-1.1	i	5	-1.4	8	-3.7	-0.2	-2
COc1ccccc1C(=O)NC(=O)CSc1nncn1C(C)C	-2.4	-0.6	5.3	3	x	11	0.1	0.6	1
Cn1cc(S(=O)(=O)Nc2ccc(F)cc2F)c(=O)n(C)c1=O	-0.3	-0.6	-0.6	3	-0.3	-4	-2.0	0.2	5
C#C[C@]1(O)CC[C@H]2[C@@H]3[C@H](O)C[C@H]4C[C@@H](O)CC[C@]4(C)[C@H]3CC[C@@]21C	x	x	-0.4	14	-3.6	-8	-0.7	1.4	4
CC(C)c1ccc(C(=O)NNC(=O)C2CC=CCC2C(=O)O)cc1 (stereo not drawn)	3.4	-0.3	0.0	-1	x	5	0.6	1.2	-2
COc1c(O)cccc1/C=N/NC(=O)Cn1ccnc1C	0.6	-1.6	0.6	8	-1.4	3	-0.6	-16	-1
Cc1ccccc1NC(=O)NNC(=O)c1ccc2ccccc2c1O	-2.6	1.8	-0.3	13	0.1	0	x	-0.7	31*
Cn1c(C(=O)N2CCN(c3ccccn3)CC2)cc2ccccc21	-2.9	0.8	-0.4	-8	11	-17	-3.8	-0.3	1
Cc1cccc(CCN(C(=O)Cc2cccs2)C(C(=O)NC2CCCCC2)c2cccnc2)c1 (stereo not drawn)	0.4	-0.8	5.3	3	x	17	-1.5	x	-4
O=C(c1ccco1)N1CCN(C(=O)c2ccc(-c3cccc(C(F)(F)F)c3)o2)CC1	-1.3	3.6	i	8	x	29	-4.7	-2.0	-3
Cc1cc(C)n(-c2ccc(C(=O)Nc3ccc(C)c(S(=O)(=O)N4CCOCC4)c3)cc2)n1	2.5	0.5	2.3	4	-0.4	17	-1.9	0.6	0
CCOC(=O)CSc1cc(-c2ccccc2)nc2ncnn12	2.2	-0.7	i	9	1.6	-3	-2.4	0.3	0
Cc1cc2nc(/C(C#N)=C/c3ccncc3)[nH]c2cc1C	0.5	-1.0	-0.5	18	0.2	-8	-2.9	-0.3	2
COc1ccc(N2C(=O)[C@@H]3[C@H](C2=O)[C@H]2c4ccccc4C=CN2[C@@H]3C(=O)Nc2ccccc2)cc1	-1.1	0.6	-0.3	3	-5.2	1	-1.8	x	-1
Cc1ccc(N(CC(=O)Nc2cccc(Cl)c2C)S(C)(=O)=O)cc1	-1.3	0.8	-2.0	15	0.3	7	-1.3	0.2	0
Cc1noc(C)c1C(=O)NCc1ccccc1F	-0.8	-0.8	-0.6	2	-2.8	6	-1.1	0.1	3
CCN1C(=O)CSC1=NC1C2CC3CC(C2)CC1C3 (stereo not drawn)	-0.8	-0.7	-2.2	3	x	20	-3.0	x	-2
Cc1ccc(Cc2nc(-c3ccccn3)no2)cc1	-1.1	-0.6	4.8	8	2.2	10	-0.2	x	-3
Cc1ccc(NC(=O)C2CSC3(C)CCC(=O)N23)cc1S(=O)(=O)N1CCCCCC1 (stereo not drawn)	0.8	1.3	-0.5	2	-0.5	17	-0.2	1.1	3
CC(C)COCC1CC2(CC(C)(c3csc(N)n3)OC2=O)C(=O)O1 (stereo not drawn)	x	-0.7&-0.3	-0.1	5	-0.2&-4.2	3	-1.0	x	2
Cc1cccc(Nc2nc(N3CCN(C)CC3)nc(N)c2[N+](=O)[O-])c1	1.9	0.4	-0.2	23	x	0	-4.5	-0.8	-7
COc1cccc(/C=N/NC(=O)c2cnccn2)c1O	0.7	-0.5	-0.3	19	1.6	2	-3.1	-7.9	-2
O=Cc1ccc(Sc2ncccn2)o1	x	-0.9	-0.4	-4	-1.1	6	-3.4	0.2	-3
COc1ccc(S(=O)(=O)N2CCCCCC2)cc1C(=O)NCCc1ccc(F)cc1	0.4	1.8	i	4	1.4	41	-5.1	-0.7	-3
COC(=O)c1cc(=O)n(Cc2ccco2)c(=Nc2ccc(F)c(Cl)c2)s1	0.3	1.2	-0.2	5	-3.0	-2	-0.3	-0.1	5
O=C(Oc1ccc(Cl)c2cccnc12)N1CCCCC1	-0.8	0.3	i	10	x	2	-3.4	x	13
O=C(CCn1nnc2ccccc2c1=O)N[C@@H](Cc1c[nH]c2ccccc12)C(=O)O	-0.3	1.3	-2.3	2	-0.2	0	-3.9	0.2	0
C/C=C(/C)C(=O)O[C@H]1[C@@H](O)c2c(ccc3ccc(=O)oc23)OC1(C)C	0.7	-0.6	i	20	-1.7	4	-1.3	x	34*
COc1ccc(CCC(=O)OCC(=O)N(CC(C)C)c2c(N)n(Cc3ccccc3)c(=O)[nH]c2=O)cc1	1.5	-0.9	i	-6	-1.0	7	0.6	1.7	-2
CCN(CC)CCCNC(=S)N1CCC(c2nc3ccccc3[nH]2)CC1	-0.5	0.7	-0.2	5	0.2	3	2.1	0.4	1
CCCn1c(SCC(=O)N2N=C3/C(=C/c4ccc(OC)cc4)CCCC3C2c2ccc(OC)cc2)n[nH]c1=O (stereo not drawn)	-1.5	3.4	-0.3	15	-0.2	19	-4.3	0.2	-4
CNS(=O)(=O)c1cc(NC(=O)c2cncn2-c2ccccc2)ccc1C	1.2	0.4	i	-6	0.4	-3	-1.2	1.5	1
C=CCC1(CC=C)CCCN1C(=O)CC1C(=O)NCCN1Cc1ccc(OC)c(OC)c1 (stereo not drawn)	-1.1	-0.2	i	-6	x	0	-3.9	0.8	2
O=C(NCc1nc2ccccc2[nH]1)C1=C[C@@H](c2ccc(C(F)(F)F)cc2)C[C@@H](OCc2ccc(CO)cc2)O1	-1.4	-1.0	i	1	-0.1	2	-20	x	-2
COC(=O)c1cc(OC)c(OC)cc1NC(=S)N1CCN(Cc2ccccc2)CC1	-1.7	0.3	-12	4	-0.6	7	-1.1	x	4
CSCCC(NS(=O)(=O)c1ccc2c(c1)oc(=O)n2C)C(=O)NCc1ccccc1 (stereo not drawn)	7.6	0.4	-0.1	16	x	0	-2.8	0.6	5
COc1cc(/C=N/NC(=O)Cn2cnc3c2c(=O)n(C)c(=O)n3C)cc(OC)c1OC	-2.8	x	i	-1	-2.8	9	-0.1	1.5	5
